Source: PubChem BioAssay
RBBP9 inhibitor – inhibitors of human serine hydrolase RBBP9 | recombinant RBBP9, FP-Rh probe fluorescence polarization | inhibition, % at 7.94 µM | 0.2% of 220,000 active | AID 1515;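 active = inhibition above the campaign mean of all tested compounds plus 3 SD, cut at about 14% in these data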;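 also: plate controls were DMSO wells with RBBP9 for no effect and wells lacking RBBP9 protein for full effect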
Target sequence (O75884 whole entry, looked up): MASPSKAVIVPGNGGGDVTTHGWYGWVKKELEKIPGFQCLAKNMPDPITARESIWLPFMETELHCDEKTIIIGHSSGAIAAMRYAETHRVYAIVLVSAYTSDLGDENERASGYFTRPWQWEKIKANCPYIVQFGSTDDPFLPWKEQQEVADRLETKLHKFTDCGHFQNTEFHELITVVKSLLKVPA
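Test system: recombinant human RBBP9. Quantity: 2.5 µM RBBP9 dispensing solution, before mixing. Detection: FP readout at 525/598 nm. Reagent: Serine-hydrolase probe FP-Rh, 375 nM pre-mixing. Measure: % inhibition. Control set: DMSO-treated enzyme wells and wells lacking RBBP9. Buffer or medium: Tris-NaCl-Pluronic buffer, pH 8.0. Times: preincubation 30 min plus labeling 45 min at 25 °C.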
Ba/F3 V617F tox – lowers viability of Ba/F3 cells expressing EpoR and JAK2V617F; ATP luminescence; inhibition, % at 5.6 µM; 1.1% of 220,000 active;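 active = inhibition above the campaign mean plus 3 SD over all tested compounds, cut at about 24% in these data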;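 also: cytokine-independent growth of Ba/F3 cells driven by EpoR plus mutant JAK2; 0% = DMSO-treated cells and 100% = JAK inhibitor I control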
CHOP inh – inhibitors of CHOP induction in ER stress response. CHO-K1 CHOP-promoter luciferase, tunicamycin-induced, 15-18 h. inhibition, % at 10 µM. 3.8% of 220,000 active;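 active = compounds that reduced the stress-induced luciferase reporter signal by more than about 70% of percent inhibition, limit read from the data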;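 also: 0% = tunicamycin plus vehicle and 100% = wells without tunicamycin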
BaF3 tox – parental Ba/F3 viability inhibition as JAK2V617F counter-screen | CellTiter-Glo ATP luminescence | inhibition, % at 5.6 µM | 1.1% of 220,000 active | AID 1486;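 active = inhibition above a per-campaign cutoff, the mean inhibition of all tested compounds plus 3 SD, cut at about 27% in these data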;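 also: 0% = DMSO wells and 100% = JAK Inhibitor I control wells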
zfTRPN1 agonist – agonists of zebrafish TRPN1 channel. HEK293 zebrafish TRPN1-YFP, Fluo-8 calcium fluorescence; 100% = response to 87 µM carbachol. activation, % at 3 µM. 0.18% of 220,000 active;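 active = activation above its plate's cutoff, the mean activation of test wells on that plate plus 3 SD, cut at about 19% in these data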;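 also: 0% = DMSO alone and 100% = 87 µM carbachol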
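Material – zebrafish TRPN1-YFP in HEK293 cells · Doses – 3 µM single point · Schedule – dye 1 h 37 °C plus 30 min RT · Signal – Fluo-8 calcium fluorescence, excitation 470-495 nm, emission 515-575 nm · Read-out – % activation versus carbachol response · Control set – carbachol high, DMSO low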
TNF death inh – TNF-alpha cell death inhibition in Jurkat FADD-/- cells; Jurkat FADD-/- TNF necroptosis rescue, ATP luminescence, 24 h; 0 = TNF only, 100 = no-TNF cells; activation (protection from cell death), % at 10 µM; AID 463075; 0.068% of 220,000 active;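 active = activation, meaning protection from cell death, of at least 50% relative to plate controls; inactive = activation below 50%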;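 also: necroptosis triggered by 40 ng/mL TNF-alpha added together with compound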
PPC-1+TRAIL kill – kills PPC-1 cancer cells in the presence of TRAIL. PPC-1 cells + TRAIL, ATPLite viability luminescence. cell killing (% activity), % at 4 µM. 0.41% of 220,000 active. AID 1443;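 active = cell killing above 50% in the first pass at 4 µM, then a duplicate retest at 5 µM averaging 50% or more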;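 also: plate controls were cells with TRAIL plus DMSO for no effect and medium-only wells lacking cells for full effect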
Wee1 stabilizer – blocks degradation of human Wee1 kinase. reporter increase, % at 5 µM. P30291. HeLa Luc-Wee1K328M stability, luciferase luminescence; 100% = proteasome inhibitor MG132 effect. 1.2% of 220,000 active;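 active = activation above the mean of all tested compounds plus 3 SD, set per screening run, cut at about 8.8% in these data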;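 also: cells exposed to compound for 20 h before luminescence read; 0% = DMSO alone and 100% = MG132 at 30 µM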
TRPML3 agonist – activates the human TRPML3 channel; activation, % at 3 µM; Q8TDD5; HEK293 TRPML3-YFP, Fluo-8 calcium fluorescence; 100% = the carbachol control signal; 0.29% of 220,000 active;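 active = activation above its plate's cutoff, the mean activation of the plate's test wells plus 3 SD, cut at about 12% in these data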;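 also: 0% = DMSO only wells and 100% = carbachol wells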
Target sequence (Q8TDD5 whole entry, looked up): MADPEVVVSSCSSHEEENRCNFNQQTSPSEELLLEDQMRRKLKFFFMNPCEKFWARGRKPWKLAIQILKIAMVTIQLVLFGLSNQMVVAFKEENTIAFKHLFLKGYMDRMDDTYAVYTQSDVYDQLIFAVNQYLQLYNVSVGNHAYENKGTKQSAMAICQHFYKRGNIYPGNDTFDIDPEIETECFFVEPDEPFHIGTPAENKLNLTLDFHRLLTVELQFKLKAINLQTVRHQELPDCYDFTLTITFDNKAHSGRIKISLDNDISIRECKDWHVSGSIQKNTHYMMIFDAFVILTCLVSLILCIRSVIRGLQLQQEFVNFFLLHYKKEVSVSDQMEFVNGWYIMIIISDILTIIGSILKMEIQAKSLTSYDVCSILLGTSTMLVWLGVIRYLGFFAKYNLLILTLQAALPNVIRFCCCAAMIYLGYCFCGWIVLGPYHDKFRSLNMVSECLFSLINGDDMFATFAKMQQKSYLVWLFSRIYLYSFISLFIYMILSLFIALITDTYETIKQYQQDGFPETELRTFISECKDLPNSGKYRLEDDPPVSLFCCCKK
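system = HEK293 cells stably carrying human TRPML3-YFP | doses = one concentration, 3 µM nominal, 0.3% DMSO | timing = dye loading 1 h 37 °C then 30 min ambient, 125 s read | detection = Fluo-8 calcium dye fluorescence, ex 470-495, em 515-575 nm | benchmarks = high control carbachol 87 µM, low control DMSO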
The depositor's hits bear a star; . = not tested or not shown; & = joins results of further samples. Not all compounds are listed, so the mix of outcomes need not match the whole.

SMILES | RBBP9 inhibitor | Ba/F3 V617F tox | CHOP inh | BaF3 tox | zfTRPN1 agonist | TNF death inh | PPC-1+TRAIL kill | Wee1 stabilizer | TRPML3 agonist
COc1ccccc1-n1c(O)c(/C=N/N2CCCCC2)c(=O)n(-c2ccccc2OC)c1=S | -1 | -2 | 8 | -1 | -0.1 | 1.0 | 9 | 2 | 0.7
CN1CCN(c2ccc(C(F)(F)F)cc2N)CC1 | -5 | 2 | 3 | 5 | 2.1 | 2.6 | 11 | -2 | 1.3
O=C(Nc1cccc(OC(=O)N2CCOCC2)c1)N1CCOCC1 | -2 | -3 | -9 | 1 | 0.8 | -1.1 | -13 | 4 | 0.3
Cc1cc(NC(=O)COC(=O)c2c(C)nn(Cc3ccccc3Cl)c2C)no1 | -3 | 0 | 58 | 5 | -0.6 | 0.6 | -24 | 3 | 0.1
C/C(=N\N1CCCCCC1)c1c(O)n(-c2ccc(C)cc2)c(=O)[nH]c1=O | 8 | -1 | 1 | 7 | 0.7 | 2.2 | 18 | 2 | 0.3
CN(C)P(=O)(NC(=O)c1cccn1C)N(C)C | 1 | -2 | -4 | 5 | 1.2 | 0.0 | -9 | -2 | 0.9
COc1ccc(CCNCc2ccc(OC)c(OC)c2OC)cc1 | 3 | 1 | 11 | 5 | -1.2 | 2.2 | 10 | 1 | 0.9
CC1(C)C[C@H]2C=C(C=O)[C@]3(C=O)C[C@]3(C)[C@H]2C1 | -7 | 63* | 109* | 6 | 3.5 | -28 | 32 | -1 | 1.0
CC(C)n1c(O)c(C2c3cc(Cl)ccc3Oc3[nH]c(=O)n(C(C)C)c(=O)c32)c(=O)[nH]c1=O (stereo not drawn) | 1 | 9 | 107* | -3 | 0.8 | 24 | 15 | 1 | 0.4
O=C(c1ccccc1)N1CCC2(CC1)OCCO2 | -9 | -6 | 11 | -3 | 0.7 | 2.3 | 0 | 3 | 1.9
Fc1ccc(C2N3CCCN23)cc1 (stereo not drawn) | -2 | 4 | 9 | -2 | 2.4 | 0.1 | 14 | 1 | 0.7
C=C1CC[C@@]2(O)[C@H]3Cc4ccc(O)c5c4[C@@]2(CCN3CC2CC2)[C@H]1O5 | -5 | 0 | 24 | 5 | -0.3 | 2.8 | -5 | 1 | 1.3
Cn1cc[n+](C)c1P(=S)(c1ccccc1)c1ccccc1 | 3 | 1 | -5 | 3 | -1.0 | 1.2 | -20 | -4 | 0.8
CCOc1cc(CNC(C)C(O)c2ccccc2)cc(Cl)c1OCC (stereo not drawn) | 0 | 3 | 47 | 6 | 2.2 | 3.2 | -6 | -5 | 0.1
C[N+]12CCC(CC1)C(=C(c1ccccc1)c1ccccc1)C2 | 1 | 5 | -15 | 24 | 1.7 | 1.7 | 5 | 6 | 0.8
CN(C)CC#CCOCCOCCC#N | -7 | 7 | -9 | 5 | 1.3 | -3.7 | -9 | -2 | 0.3
Cc1cccc(NP(C)(=O)c2nc3c(s2)CCCC3)c1 (stereo not drawn) | -1 | -1 | 35 | 6 | 1.8 | 1.5 | 26 | -2 | 0.8
COCCNP(=O)(c1ccccc1)c1nc2ccccc2s1 (stereo not drawn) | 9 | 3 | 5 | 3 | 0.9 | 1.3 | 0 | 1 | 0.1
O=C(c1ccc2c3c(cccc13)CC2)C1CCCN(CC2CC2)C1 (stereo not drawn) | -4 | 5 | 25 | 10 | 1.4 | 7.7 | 17 | -1 | 0.7
CC[n+]1c(/C=C/N(C)c2ccccc2)sc2ccc(Cl)cc21 | -19 | 80* | 29 | 72* | -0.2 | -13 | 27 | -4 | -0.3
CN1CCN(C(=O)COc2ccc3ccccc3c2Br)CC1 | -9 | -3 | 22 | 4 | -0.3 | 0.4 | 4 | 1 | 0.9
NS(=O)(=O)c1ccc(N=Cc2c(O)n(-c3ccccc3)c(=O)[nH]c2=O)cc1 | 7 | -6 | -4 | 4 | 2.2 | 1.1 | 10 | 4 | 0.0
CCC(C)n1c(O)c(C=NCCN2CCOCC2)c(=O)[nH]c1=S (stereo not drawn) | -5 | 0 | 13 | -4 | -0.3 | 0.8 | -1 | 0 | 0.1
CC(=O)N1CCN(c2ccc([N+](=O)[O-])cc2C=C2C(=O)NC(=O)NC2=O)CC1 | -2 | 2 | -4 | 4 | -1.1 | -0.1 | 11 | 6 | 0.6
O=P(NS(=O)(=O)c1ccccc1)(Oc1ccccc1)Oc1ccccc1 | -9 | -2 | -10 | 1 | 0.1 | 1.1 | 9 | 0 | 0.9
Cc1ccccc1-n1c(O)c(C=NCCN2CCOCC2)c(=O)[nH]c1=O | -9 | 1 | 4 | 4 | 0.2 | 0.5 | 8 | 0 | 0.6
CCCCOc1nc2ccccc2c(=O)n1-c1ccccc1 | 0 | -4 | 54 | 4 | -3.0 | 0.3 | 22 | 0 | -0.1
O=P(Nc1cccnc1)(Oc1ccccc1)Oc1ccccc1 | -9 | -2 | 41 | 3 | 0.1 | -0.1 | 31 | -1 | 0.0
Cc1cccc(-n2c(CN3C(=O)c4ccccc4C3=O)nc3ccccc3c2=O)n1 | -1 | 1 | . | 5 | 0.9 | -2.5 | . | -1 | 1.5
O=C(O)c1nonc1-c1nonc1C(=O)O | 4 | 5 | 5 | 8 | 1.2 | -0.2 | 24 | 18* | 0.1
CCOC(=O)C1CN(C)CCC1=O (stereo not drawn) | -9 | 3 | 34 | 3 | 3.1 | -1.9 | 13 | 0 | 1.4
CC(=O)Nc1ccc(C(=O)OCC(=O)Nc2ccc(Cl)cc2C(=O)c2ccccc2)cc1 | -7 | -6 | -7 | 3 | -0.3 | 0.4 | 5 | 2 | 0.0
Cc1ccc(N2CCN(CCc3ccccc3)CC2)cc1 | -5 | 3 | -9 | 2 | -1.1 | -2.3 | 7 | 1 | 0.2
C/C(=C/C=C/[C@@H](C)C(=O)O)[C@H]1CN[C@H](C(=O)O)[C@H]1CC(=O)O | -4 | 2 | 9 | 7 | 2.6 | -10 | 4 | 5 | 0.6
COc1cccc(CNCCc2ccccc2)c1OC | -9 | 3 | 8 | 8 | 0.0 | 1.9 | 22 | 2 | 0.9
CC(=O)N1CN2CN(C1)CN(C(C)=O)C2 | 6 | -5 | -22 | 0 | -0.5 | 1.2 | 18 | 0 | 0.9
CSC1=NP(=S)(SC)N(C)c2nc3n(c21)CCC3 (stereo not drawn) | -3 | -2 | 9 | 1 | 1.2 | -0.5 | 8 | 0 | 0.3
CC(C)CCNC(=O)c1c(N)n(Cc2ccc3c(c2)OCO3)c2nc3ccccc3nc12 | 1 | -3 | 36 | 1 | -1.0 | -1.0 | 9 | 4 | 0.7
CC1CCSP(=O)(Oc2ccccc2)O1 (stereo not drawn) | -1 | -2 | 15 | 0 | 1.4 | 1.9 | 18 | 1 | 0.7
COc1ccc(/C=C2/C(=O)NC(=O)N(C3CCCCC3)C2=O)cc1CSc1ccccn1 | 0 | 4 | 46 | 8 | 0.2 | -0.7 | 14 | 0 | -0.4
CC1(C)C2SCC(=O)N2CCN1CC(=O)NN (stereo not drawn) | -1 | 4 | 84* | 5 | 0.2 | -1.2 | 15 | 9 | -0.1
c1ccc2c(CNC3CCCCCC3)c[nH]c2c1 | -8 | 27* | 33 | 7 | 3.0 | -2.2 | 14 | -3 | -0.3
CCCCn1c(O)c(/C=N/NC(=O)c2ccncc2)c(=O)[nH]c1=O | -5 | -1 | 1 | -3 | 0.1 | 0.2 | 4 | -3 | -0.2
Cc1cccc(NP(=O)(Oc2ccccc2F)Oc2ccccc2F)c1C | -10 | 0 | 58 | 5 | 0.1 | 0.8 | 30 | -3 | 0.6
CCC(C)n1c(O)c(C=NCC2CCCO2)c(=O)[nH]c1=S (stereo not drawn) | -1 | -5 | 23 | -4 | 2.3 | -0.5 | 17 | 0 | 0.3
CCCCCCC(=O)N/N=C/c1c(O)n(CCc2ccccc2)c(=O)[nH]c1=O | 2 | -2 | 54 | -3 | -0.4 | -0.8 | -3 | -1 | 0.6
CC1(C)CC(=O)C(C=NCCN2CCN(C(=O)Cc3ccc(Cl)cc3)CC2)=C(O)C1 | -10 | 1 | -17 | 2 | 0.1 | -4.0 | 1 | -1 | 1.3
CN[C@@H]1C[C@@H](c2ccc(Cl)c(Cl)c2)c2ccccc21 | -8 | 2 | 4&28 | -5 | 4.7 | . | 29 | -2 | 5.4
CC(NCC#Cc1ccccc1)C(O)c1ccccc1 (stereo not drawn) | 1 | 2 | 7 | 6 | 0.2 | 0.1 | -2 | 1 | 1.1
COC(=O)C(O)(c1ccc(NC(=S)NC(=O)c2ccccc2)cc1)C(F)(F)F (stereo not drawn) | -8 | 4 | 24 | 1 | 3.1 | -2.2 | -8 | 1 | 1.0
Continuation.
SMILES | RBBP9 inhibitor | Ba/F3 V617F tox | CHOP inh | BaF3 tox | zfTRPN1 agonist | TNF death inh | PPC-1+TRAIL kill | Wee1 stabilizer | TRPML3 agonist
CCCCNc1ccncc1S(=O)(=O)NC(=O)NC(C)C | -1 | -2 | 6 | 4 | 0.6 | -0.4 | 12 | 2 | 1.4
CSc1nnc([C@@H](N)Cc2c[nH]c3ccccc23)o1 | -4 | -1 | 5 | 1 | 2.0 | 1.3 | -8 | -3 | 1.4
CC(C)OP(=O)(Oc1ccc(C(O)C(Cl)(Cl)Cl)cc1)OC(C)C (stereo not drawn) | -2 | -6 | 3 | 1 | 4.6 | 0.8 | 16 | -2 | 0.2
CC(C(=O)Nc1ccc(Br)cc1C(=O)c1ccccc1)N1CCOCC1 (stereo not drawn) | 4 | -3 | 26 | 3 | -1.7 | -0.4 | -14 | 1 | -0.8
CCOP(=O)(OCC)C(NC(=O)C(C)C)C(Cl)(Cl)Cl (stereo not drawn) | -9 | 0 | 1 | -1 | 1.4 | -1.4 | -25 | -3 | -0.3
O=C(COc1ccccc1)Nc1ccc(Cl)cc1C(=O)c1ccccc1 | -2 | -1 | 96* | 7 | 0.1 | 0.1 | 13 | 0 | 0.1
CCC(C)c1ccc(N2C(=O)NC(=O)/C(=C/c3cccn3CCOc3ccc(C)cc3)C2=O)cc1 (stereo not drawn) | -4 | 0 | 36 | 12 | -0.4 | 2.1 | 6 | -1 | 0.2
CC1CCN(S(=O)(=O)c2ccc(NN=C(C#N)C#N)cc2)CC1 | -3 | -6 | 50 | 0 | 3.1 | -0.1 | 33 | 4 | 0.3
Nc1ccc(Cl)cc1C(=O)c1ccccc1 | 1 | 1 | 6 | 9 | -3.1 | -1.7 | 2 | 0 | -1.1
